eLon inh – inhibits E. coli Lon protease; 360,000 compounds, 0.42% hits; purified E. coli Lon protease, fluorescence polarization; inhibition, % at 7.94 µM; AID 602123; P0A9M0; in the data active = inhibition above about 13%, passing the limit was not always enough;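 also: 0% = enzyme with probe and DMSO and 100% = no enzyme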
Neddyl block – inhibitors of human cullin neddylation. P61081+Q13564. TR-FRET cullin neddylation, biochemical. calls only at 25 µM. 360,000 compounds, 0.58% hits. AID 651699; in the data active = inhibition above about 36%
PABP1 MLLE inh – inhibitors of microRNA-mediated deadenylation, human PABP1 MLLE binding | GST-MLLE / FITC-PAM2 fluorescence polarization | P11940 | 360,000 compounds, 0.36% hits | inhibition, % at 20 µM | AID 588489; in the data active = inhibition above about 35%, passing the limit was not always enough;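 also: plate controls were DMSO wells with GST-MLLE for no effect and wells lacking GST-MLLE protein for full effect; some results filed as inactive read as strong as hits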
Target sequence (P11940 whole entry, looked up): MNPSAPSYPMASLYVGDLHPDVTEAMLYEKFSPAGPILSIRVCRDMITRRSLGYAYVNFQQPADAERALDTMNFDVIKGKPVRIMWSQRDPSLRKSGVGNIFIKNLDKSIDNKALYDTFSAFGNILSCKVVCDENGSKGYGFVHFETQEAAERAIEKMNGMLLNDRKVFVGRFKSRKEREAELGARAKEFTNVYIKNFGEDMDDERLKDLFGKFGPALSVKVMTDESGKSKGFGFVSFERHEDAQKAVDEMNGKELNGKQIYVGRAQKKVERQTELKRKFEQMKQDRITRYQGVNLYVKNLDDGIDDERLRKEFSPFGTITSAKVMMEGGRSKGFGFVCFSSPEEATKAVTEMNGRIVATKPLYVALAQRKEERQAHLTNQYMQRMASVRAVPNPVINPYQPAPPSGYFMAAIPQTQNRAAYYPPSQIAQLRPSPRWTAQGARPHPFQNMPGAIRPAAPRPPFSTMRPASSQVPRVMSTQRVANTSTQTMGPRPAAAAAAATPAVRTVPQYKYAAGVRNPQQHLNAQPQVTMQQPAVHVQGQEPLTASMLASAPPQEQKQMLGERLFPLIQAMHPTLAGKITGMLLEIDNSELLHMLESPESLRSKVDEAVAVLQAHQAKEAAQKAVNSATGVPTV
FAS TE block – FAS thioesterase (human) inhibition; 360,000 compounds, 0.67% hits; AID 602261; recombinant FAS-TE, OMFH fluorogenic substrate, fluorescence endpoint; inhibition, % at 15 µM; P49327;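 active = compounds whose normalised, plate-corrected inhibition of enzyme fluorescence in the single-dose primary screen is 50% or more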;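 also: 0% = DMSO with enzyme and 100% = substrate without enzyme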
SKN-1 inh – C. elegans SKN-1 inhibition. C. elegans VP596 Pgst-4::GFP/RFP ratio, acrylamide-induced, 24 h. inhibition, % at 21.8 µM. 360,000 compounds, 0.49% hits;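 active = interference check ratio from 0.5 to 1.5 plus GFP to RFP signal ratio inhibition reaching or exceeding a fixed threshold, cut at about 30% in these data, passing the limit was not always enough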; also: some compounds called inactive have numbers as strong as hits
NRP1-CendR mod – alters CendR peptide binding to human NRP-1; AID 602438; FAM-RPARPAR peptide binding to NRP-1, fluorescence polarization; inhibition, % at 25 µM; O14786; 360,000 compounds, 0.85% hits;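 active = inhibition or corrected inhibition above about 18%, plus a signal ratio from 0.5 to 1.5, limit read from the data, passing the limit was not always enough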; also: strong numbers were not always called active
Rin1-Abl PPI inh – blocks binding of human Rin1 to Abl; TR-FRET Rin1/Abl binding, biochemical; inhibition, % at 7.35 µM; 360,000 compounds, 0.4% hits; in the data active = inhibition above about 5%, passing the limit was not always enough
MsrA act – activates bovine MsrA enzyme | AID 602163 | purified bovine MsrA, absorbance read-out | activation, % at 10.6 µM | 360,000 compounds, 0.3% hits; in the data active = activation above about 7.5%;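 also: 0% = vehicle and 100% = reference activator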
MT1-MMP act inh – inhibitors of human MT1-MMP activation; AID 651647; P50281; HT1080 RFP-PRO-GFP cells, GFP/RFP ratio fluorescence, overnight; percent of plate control window, DMSO zero; 360,000 compounds, 0.061% hits; GFP/RFP ratio change, % at 20 µM;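 active = GFP/RFP ratio change of at least 30% with cell ATP level not reduced by more than half and red fluorescence within 50% of control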; also: strong numbers were not always called active
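Compound: 20 µM single dose, 1% DMSO / System: HT1080 RFP-PRO-GFP cells / Controls: DMSO and RFP-L50D-GFP cell wells / Read-out basis: GFP/RFP fluorescence ratio / Schedule: overnight compound exposure at 37 °C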
Starred values were filed as active, the others as inactive; i = inactive; x = no result given. This is a random part of the collection. About 4% of those tested had a hit in this group.

cpd	mol	MT1-MMP act inh	MsrA act	PABP1 MLLE inh	NRP1-CendR mod	Rin1-Abl PPI inh	SKN-1 inh	Neddyl block	eLon inh	FAS TE block
1	CC(=O)NO	2	-1	2	6	-3	6	i	-1	-4
2	Cc1ccc(CNC(=O)CS(=O)(=O)c2ccccc2)cc1	-1	-8	-3	-4	-1	9	i	-4	-13
3	Cc1nc(NC(=O)c2cccc(-c3cc4ccccc4oc3=O)c2)ccc1Br	5	-4	7	-17	5	5	i	1	10
4	O=C(NCCO)c1cc(-c2cc(C(=O)NCCO)c3ccccc3n2)nc2ccccc12	1	-10	3	-7	-2	-13	i	-7	-14
5	COc1ccc(C(=O)OCC(=O)Nc2ccc(Cl)cn2)cc1	x	-14	6	8	4	2	i	4	-1
6	COc1ccc(C)cc1NC(=O)CCC(=O)Nc1nnc(C2CCCCC2)s1	1	-3	15	-1	2	24	i	-5	-1
7	O=C(Cn1cc2c(n1)CCCC2)NCc1cccc(Cl)c1	8	1	-11	-6	-1	-9	i	-9	5
8	CCCn1c(NC(=O)C2CCN(S(=O)(=O)c3cccs3)CC2)nc2ccccc21	-8	-5	-14	-1	-2	8	i	-2	14
9	COC(=O)c1c(C)[nH]c(C(=O)OCc2ccc(F)cc2)c1C	-12	0	2	8	-1	22	i	8	15
10	COc1ccc(N(C(=O)CNC(=O)c2cccs2)C(C(=O)NCC2CCCO2)c2ccc(OC)c(OC)c2)cc1 (stereo not drawn)	0	-3	6	2	-3	7	i	0	2
11	CCOC(=O)CN1C(=O)/C(=C/c2c(F)cccc2Cl)Oc2ccccc21	-3	0	1	-10	-2	21	x	4	26
12	Cc1oc2c(c(C)cc3oc(=O)c(CC(=O)NCC(=O)NCC(=O)NCC(C)O)c(C)c32)c1C (stereo not drawn)	2	0	-8	4	1	-3	x	1	-8
13	CC(C)NC(=O)c1cccc(NC(=O)CC2SC(N3CCCCC3)=NC2=O)c1 (stereo not drawn)	-3	-3	19	-7	-2	14	i	-12	-5
14	C#CCOCCOCCOCCNc1nc(N2CCOCC2)nc(N2CCN(C(=O)[C@H]([C@@H](C)CC)n3cc(CCCN=C(N)N)nn3)CC2)n1	-2	0	-8	2	1	20	i	-3	-9
15	CCOC(=O)C(=O)Nc1cc([N+](=O)[O-])ccc1C	-4	-10	2	2	0	-3	i	-10	-4
16	COCCn1nnnc1CN(CCc1ccccc1)Cc1cc2ccc(C)cc2[nH]c1=O	10	2	4	2	0	-7	i	1	2
17	Cc1cc(NC(=O)Nc2ccc(OCc3ccccc3)cc2)n(C)n1	6	0	-4	-4	5	13	i	6	-4
18	COc1cccc(NC(=O)CN(C)C(=O)CNC(=O)c2sc3ccccc3c2Cl)c1	3	-2	1	3	-9	2	i	-13	11
19	O=C(CN1C(=O)C2CC=CCC2C1=O)Nc1nnc(SCc2ccc(Cl)cc2)s1 (stereo not drawn)	-8	-4	-9	4	-1	20	i	-1	-11
20	CCOc1ccccc1NS(=O)(=O)c1c(C)[nH]c(C)c1C(=O)N1CCCCC1	1	-2	-7	1	-1	2	i	-9	-7
21	O=C(O)c1cncc(SCc2ccccc2)n1	-4	-2	16	-3	2	-2	i	-2	-5
22	O=C(NCCc1ccc(F)cc1)c1ccc2nccnc2c1	-5	-2	-4	-16	2	5	i	-9	-7
23	Cc1nnc(NC(=O)c2ccccc2C(=O)O)s1	7	-16	0	35*	-1	-24	i	-5	-6
24	N#Cc1nc(Cc2cccc3ccccc23)oc1NCc1ccc2c(c1)OCO2	-2	-1	12	-2	1	14	x	-8	22

The closing four records of the part above open the next one:
cpd	mol	MT1-MMP act inh	MsrA act	PABP1 MLLE inh	NRP1-CendR mod	Rin1-Abl PPI inh	SKN-1 inh	Neddyl block	eLon inh	FAS TE block
21	O=C(O)c1cncc(SCc2ccccc2)n1	-4	-2	16	-3	2	-2	i	-2	-5
22	O=C(NCCc1ccc(F)cc1)c1ccc2nccnc2c1	-5	-2	-4	-16	2	5	i	-9	-7
23	Cc1nnc(NC(=O)c2ccccc2C(=O)O)s1	7	-16	0	35*	-1	-24	i	-5	-6
24	N#Cc1nc(Cc2cccc3ccccc23)oc1NCc1ccc2c(c1)OCO2	-2	-1	12	-2	1	14	x	-8	22
25	CCOC(=O)CSc1n[nH]c(NS(=O)(=O)c2ccccc2C(F)(F)F)n1	-2	-8	-21	0	1	7	i	-2	1
26	Cc1ccc2cccc(NC(=S)NC(=O)c3c(Br)cnn3C)c2n1	-5	-3	30	-1	3	26	i	-1	-1
27	O=C(c1ccccc1F)N1CCN(c2ccccn2)CC1	0	-7	-10	6	0	-23	i	5	-5
28	CC(C)(C)C1CCC(=NNC(=O)C(=O)NCc2cccnc2)CC1 (stereo not drawn)	-1	0	15	-14	1	0	i	-9	-6
29	CCn1cc(S(=O)(=O)NCCc2ccccc2OC)cn1	x	-5	-9	2	-3	9	i	6	-2
30	O=C(Nc1ccccc1C(=O)O)c1cccc(NC(=O)c2ccc(Br)o2)c1	-1	-8	-5	-15	-1	5	i	-3	2
31	CC1Cn2c(COc3ccccc3)nnc2S1 (stereo not drawn)	2	-3	1	-4	2	-1	i	-2	-4
32	COCCOC(=O)C1=C(C)NC2=C(C(=O)CC(C)(C)C2)C1c1ccc(N(C)C)cc1 (stereo not drawn)	-4	0	-1	0	1	10	i	2	-2
33	O=C(OCc1nc2ccccc2s1)c1ccco1	4	-3	4	0	-1	-4	i	-9	2
34	Cc1ccc(NC(=O)Nc2ccc3c(c2)N(C)C(=O)CS3)nc1	3	-2	3	-18	3	10	i	-12	-4
35	COc1ccc(C2(C)NC(=O)N(CC(=O)Nc3ccc4c(c3)OCO4)C2=O)cc1OC (stereo not drawn)	4	-1	-9	12	3	19	i	-5	-7
36	O=C1CCC/C(=N/NC(=O)c2sc3ccccc3c2Cl)C1	-136	-4	-48	130	-6	0	i	-71	-23
37	CCc1nnc(NC(=O)CCC(=O)NCc2ccccc2Cl)s1	5	-2	13	8	-6	-10	i	2	-5
38	CN(C)S(=O)(=O)c1ccc(NC(=O)CCCNC(=O)c2ccc(Cl)cc2)cc1	0	-3	2	5	2	-3	i	-3	0
39	O=C1[C@H]2[C@@H](C3CC3)N3C(=O)CN(CC4CC4)C(=O)[C@@]3(Cc3ccccc3)[C@H]2C(=O)N1c1ccccc1	-2	1	9	3	5	-1	i	8	-8
40	CC1CCN(c2cc(N3CCN(C(=O)c4ccc(F)c(F)c4)CC3)c([N+](=O)[O-])cc2F)CC1	8	-4	-5	-18	-1	12	i	-1	26
41	CCCn1c(=O)c2c(nc3n2CCS3)n(C)c1=O	5	-3	3	3	0	8	i	-4	-4
42	Nc1cccc(-c2nc3ncccc3o2)c1	3	-4	1	-1	-3	8	i	-5	-6
43	Cc1ccc(NC(=O)CN2CCCC2)c2c1CC(C)(C)O2	-2	-5	4	8	-3	-5	i	-5	-1
44	O=C(NCCc1ccccc1)C(=O)NCCC1CCCCN1S(=O)(=O)c1cccs1 (stereo not drawn)	2	0	-1	15	-4	19	i	-1	14
45	N#CCOc1nc(N2CCOCC2)nc(N2CCOCC2)n1	13	-3	-4	-4	-1	15	i	-5	-9
46	Cc1cccc(NC(=O)c2nc[nH]c2C(=O)NCCCCCCNC(=O)c2[nH]cnc2C(=O)Nc2cccc(C)c2)c1	4	-1	14	4	-1	8	i	-7	10
47	Cc1ccc(NC(=O)CCS(=O)(=O)c2ccc3c(c2)NC(=O)C(C)S3)nc1 (stereo not drawn)	-3	-3	-4	-7	7	1	i	-7	-4
48	CC1=NNC(=O)C1CC(=O)N/N=C/c1cccs1 (stereo not drawn)	10	-7	-11	-14	1	-6	i	12	-5
49	COc1ccc(-c2noc(C3CCCN(S(=O)(=O)c4ccc(C)c(Cl)c4)C3)n2)cc1OC (stereo not drawn)	-8	-3	0	-8	1	13	i	2	39
50	COc1ccc(-c2nnc3ccc(SCC(=O)Nc4nc5ccc(C)cc5s4)nn23)cc1OC	-1	-3	-1	-7	1	3	i	2	6
51	Cc1ccccc1CN1CCN(c2ccc(S(=O)(=O)N3CCCC3)cn2)CC1	-4	-2	11	-5	-1	8	i	-17	39
52	CCc1nc2ccc(C(=O)N(C)C(C)C)cn2c1N(CC)Cc1cccc(Br)c1	6	-7	2	10	-2	-7	i	-5	-4
53	O=C(CN(C(=O)Cn1nnc(-c2ccc(F)cc2)n1)c1cnc2ccccc2c1)NCC1CCCO1 (stereo not drawn)	3	-3	7	-16	0	1	i	0	2
54	Cn1c(=O)c(=O)n(C)c2cc(S(=O)(=O)N3CCN(c4ccccc4F)CC3)ccc21	3	-2	-2	17	-1	6	i	5	-7
55	COc1ccc(C2CC(=O)C3=C(C2)Nc2ccccc2N(C(=O)CCC(=O)O)C3c2ccc(F)cc2)cc1OC (stereo not drawn)	11	-6	-9	-2	-3	-1	x	-12	-8
56	CCOc1cc(NC(=S)Nc2cccc(OC)c2)c(OCC)cc1NC(=O)C(C)C	-4	-2	23	-1	0	11	i	1	-3
57	CNC(=O)C1=C(C)NC(=S)NC1c1cc2c(cc1OC)CCCC2 (stereo not drawn)	2	-5	-150	13	2	17	i	-1	-10
58	Cc1ccc(S(=O)(=O)N2CCC(C(=O)N[C@@H](Cc3ccccc3)C(=O)O)CC2)cc1	-7	3	-9	-10	0	21	i	-4	-9
59	O=C1C2C3C=CC(C3)C2C(=O)N1Cc1ccc(CN2C(=O)C3C4C=CC(C4)C3C2=O)cc1 (stereo not drawn)	6	-3	-9	-7	1	4	i	5	-8
60	CCCCCCN1CCN(C2CN(Cc3ccc(F)cc3)S(=O)(=O)C2)CC1 (stereo not drawn)	5	-5	3	4	6	21	i	-8	2
61	CCOC(=O)c1cccc(NC(=O)CC2Oc3ccccc3NC2=O)c1 (stereo not drawn)	-2	0	6	10	-1	-5	i	-6	-4
62	CCN(CC)c1ccc(CNCc2cccs2)cc1	0	-1	9	-1	2	8	i	-4	-1
63	CCCNC(=S)N1CC2(C)CN(C(=O)C(=O)OCC)CC(C)(C1)C2=O	-2	-1	-56	21	1	4	i	-9	-2
64	COc1ccc(CCN(C)CCc2ccc(OC)c(OC)c2)cc1OC	-1	1	-5	7	5	6	i	-5	-4
65	CC(C)c1ccc(NC(=O)CN2C(=O)COc3ccc(S(=O)(=O)N4CCOCC4)cc32)cc1	x	-4	-1	9	-2	14	i	6	8
66	CC(Sc1ccccc1)C(=O)NN=C1CCN(C)CC1 (stereo not drawn)	5	-4	9	16	1	8	i	-6	-3
67	COc1ccc(N2CC(NS(=O)(=O)c3cccnc3)CC2=O)cc1 (stereo not drawn)	1	-4	12	-5	1	8	i	-1	-3
68	CC(C(=O)OCC(=O)c1ccc(Br)cc1)N1C(=O)C2C3CCC(C3)C2C1=O (stereo not drawn)	-1	-6	-4	-1	2	-2	i	5	6
69	Cc1nn(CC(=O)NCCN2CCOCC2)c(=O)c2cc3sccc3n12	-4	-3	8	0	-6	-17	i	6	-4
70	Cc1ccccc1N(CC(=O)NCC1CCCO1)C(=O)CCC(=O)Nc1nccs1 (stereo not drawn)	-3	-6	-4	5	5	6	i	1	-5
71	CCOc1ccc(CCNC(=O)c2cccc(NC3=NC4CS(=O)(=O)CC4S3)c2)cc1 (stereo not drawn)	11	-8	-84	10	3	-4	i	0	-4
72	COc1ccc(NC(=O)COC(=O)CCC2CCCCC2)cc1	1	-1	-3	10	1	11	i	4	8
73	Cc1ccccc1CC(=O)N1CCN(C(=O)c2ccco2)CC1	1	2	-1	12	3	15	i	-2	-5
